Bioassay records deposited in PubChem BioAssay by several laboratories.
aSyn 5UTR inh: 5' untranslated region of α-synuclein, MLPCN primary screen; alpha-synuclein 5'UTR reporter, inhibitor activity; inhibition, % (tested at 7.5 µM); actives 0.82% (n = 300,000); AID 1813; in the data active means inhibition above about 60%; inconclusive means no clear call, values can overlap the other calls;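 further: H4 neuroglioblastoma cells stably carrying SNCA 5'UTR luciferase fusion; 0% = DMSO wells and 100% = positive control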
Platelet DG rel: modulates dense granule release in human platelets. human platelet-rich plasma, SFLLRN dense granule ATP release, luminescence. inhibition, %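 (compounds screened at 7.5 µM in platelet-rich plasma)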. actives 0.22% (n = 300,000). AID 1663;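 active means mean replicate score, as percent of positive control, at or above 50; inconclusive means mean below 50 but at least one replicate at or above 50; inactive means mean and every replicate below 50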
HIF act: HIF pathway transcriptional activation; U2OS HRE-luciferase reporter, luminescence; normalized: DMSO 0%, desferrioxamine 100%; activation, % at 7.5 µM (by protocol); actives 0.32% (n = 300,000);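 active means mean activation of at least 10% of the iron chelator positive control signal, with at least half of replicates also reaching 10%; inconclusive means mean and replicate majority disagree about reaching 10%; inactive means mean and most replicates under 10%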
SKKanGAS inh: inhibitors of SKKanGAS S. pyogenes growth in kanamycin (SK-promoter or general growth effect) | BacTiter-Glo, 6 h | inhibition, % at 7.5 µM | actives 1.3% (n = 300,000) | AID 1662;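 active means mean replicate score, as percent of positive control median, at least 50; inconclusive means mean below 50 but one replicate at or above 50; inactive means mean and every replicate below 50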;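 further: strain carries kanamycin resistance gene driven by streptokinase promoter and grows in 40 µg/ml kanamycin; loss of luminescence reflects streptokinase promoter inhibition or plain growth inhibition; 0% = median of DMSO wells and 100% = positive control at its reference dose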
AI-2 QS modul: modulates the Vibrio harveyi AI-2 quorum sensing system | activity change, % at 7.5 µM | actives 0.4% (n = 300,000) | AID 2094 | Vibrio harveyi JMH597 AI-2 luminescence/OD600 ratio, 9 h; active compounds read low; strain lacks LuxN and CqsS sensors; 0 = neutral-control median; in the data active means activity change below about -75%, passing the limit was not always enough; inconclusive means no clear call, values can overlap the other calls;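 further: luminescence divided by OD600 gain over 9 h not by final OD600 alone; inactives centre near 13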
HSF1 activator: increases HSF-1 driven luciferase reporter signal | activation, % at 9 µM | AID 504408 | NIH3T3-HGL HSF-1 luciferase reporter, MG132, 8 h; 100% = twice DMSO control signal | actives 1.7% (n = 300,000);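 active means mean replicate activation of at least 50% with a set share of replicates each reaching 50%; inconclusive means only one of those two conditions met; inactive means mean below 50% and too few replicates reaching it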;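 further: 0% = median of the neutral control wells and 100% = twice that signal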
HSP90 inh: inhibitors of HSP90 luciferase refolding in rabbit reticulocyte lysate; luciferase refolding luminescence, 3 h; inhibition, % at 5.6 µM; actives 0.91% (n = 290,000); AID 1789;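 active means inhibition above the screen-wide mean plus 3 SD, computed separately per campaign, cut at about 16% in these data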;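 further: 0% = DMSO wells and 100% = 60 µM geldanamycin wells; inhibitors lower the luminescence because luciferase stays unfolded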
KLF5 inhibitor: kruppel-like factor 5 inhibition; AID 1700; DLD-1 KLF5 promoter-luciferase reporter, luminescence; actives 0.23% (n = 290,000); inhibition, % at 5 µM;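 active means inhibition above a per-plate limit of that plate's mean compound inhibition plus 3 SD, cut at about 60% in these data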;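 further: 0% = DMSO wells and 100% = LY294002 at 200 µM; higher means less KLF5 promoter-driven luciferase light; inactives centre near -14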
HSF1 inh: HSF1 inhibition. NIH3T3-HGL HSE-luciferase, MG132-induced, luminescence 8 h; active compounds read low. actives 0.77% (n = 300,000). activity change, negative = inhibition, % at 7.5 µM (by protocol). AID 2098;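 active means more than half of replicate wells show activity change below -50%, luminescence cut by over half; inconclusive means some wells, but at most half, below -50%; inactive means no replicate well below -50%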;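 further: luciferase reports HSF-1 transcriptional activity via heat shock element; 0% = median of DMSO wells and -100% = zero luminescence signal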
IEC-6 cytotox: kills IEC-6 intestinal cells in KLF5 counter-screen. IEC-6 cytotoxicity, luminescence viability. inhibition, % at 5 µM. actives 0.78% (n = 290,000). AID 1825; in the data active means inhibition above about 22%;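 further: 0% = plate median of test compound wells and 100% = cytotoxic reference compound wells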
* marks the source's active call; other numbers are inactive results; ? = inconclusive; / = not tested or not shown.

SMILES	aSyn 5UTR inh	Platelet DG rel	HIF act	SKKanGAS inh	AI-2 QS modul	HSF1 activator	HSP90 inh	KLF5 inhibitor	HSF1 inh	IEC-6 cytotox
CC1=Nc2cc(C(=O)NCCCN3CCN(C)CC3)ccc2Sc2ccc(C)cc21	0	-3	-0.1	-4	18	3	-4	-35	0	-3
Cc1ccc(S(=O)(=O)N2CCCCC2)cc1NC(=O)COC(=O)c1ccccc1F	-2	-2	-0.3	-5	20	-13	3	6	-3	5
CN(C)CCNC(=O)CNC(=S)N(Cc1ccccc1)Cc1cccnc1	0	3	-0.1	-9	13	13	6	-8	-5	2
Cc1ccc(C(=O)N2CCN(S(C)(=O)=O)C2)cc1	-4	2	-0.4	4	15	0	-1	-16	-3	1
Cc1ccc(S(=O)(=O)N2CCOCC2)cc1C(=O)NC1CCSc2ccccc21 (stereo not given)	-5	3	0.3	21	3	-8	0	-7	-1	3
CC1(C)Oc2cc(N)c([N+](=O)[O-])cc2O1	-30	0	-0.3	9	14	7	-5	-13	2	-10
COc1ccc(CCNC(=O)CSc2ccc(-c3ccncc3)nn2)cc1	-13	4	-0.2	4	30	-18	-3	-14	-4	-6
CCCn1c(=O)c2[nH]cnc2n(-c2ccccc2C)c1=O	14	8	-0.5	-3	16	-5	3	-12	2	0
Cc1ccccc1N/N=C/c1c(C)nc2ccccn12	-12	6	0.1	0	14	-22	0	-23	-4	7
COc1ccc(C(=O)N2CCN(C3CCCCC3)CC2)cc1OC	6	10	0.0	-1	6	-11	1	10	-7	5
Cc1ccnc(NS(=O)(=O)c2cc([N+](=O)[O-])ccc2C)c1	-14	-5	?	-5	15	2	-4	-10	-7	4
COc1cccc(/C=C2\SC(=O)N(CC(=O)NC3C=CS(=O)(=O)C3)C2=O)c1 (stereo not given)	-10	-10	-0.3	-5	21	41	1	-26	12	6
O=c1nc(-c2ccccc2)cc(-c2ccccc2)[nH]1	8	0	0.0	-6	14	-20	1	-16	-1	5
O=C(CSc1ncccn1)N/N=C/c1cccc(OC2CSC2)c1	27	2	-0.8	3	6	-13	1	-30	-7	10
COc1ccc(OC)c(C2NC(=S)NC(C)=C2C(=O)Nc2ccccn2)c1 (stereo not given)	18	-4	0.0	-5	4	-13	0	-43	-2	1
O=C(Cn1nc(Cc2cccnc2)c2ccccc2c1=O)Nc1cccnc1Cl	2	2	-0.3	1	19	-2	-1	-23	-4	4
COc1ccccc1N1CCN(C(=O)c2cccc(N3C(=O)NC4CC3(C)Oc3ccccc34)c2)CC1 (stereo not given)	13	2	-0.7	8	2	1	0	3	-2	0
COc1ccc(C(=O)CSc2nnc(CC(=O)Nc3ccccc3OC)n2C)cc1	4	-14	0.7	-14	15	-2	2	-2	1	-1
CCc1[nH]nc2c1C(c1ccc(C)o1)C(C#N)=C(N)O2 (stereo not given)	4	-4	-0.1	-3	6	5	1	-59	3	-1
CCOC(=O)/C(C#N)=C/Nc1ccsc1C(C)=O	-16	4	1.0	-4	-3	-2	1	-40	3	3
CC(=O)c1ccc(OCc2cc(C(=O)N3CCN4CCCC4C3)no2)cc1 (stereo not given)	-28	9	1.0	-1	8	14	4	-48	-5	-5
COc1ccc(-n2c(=S)[nH]c3cc(C(=O)NCc4ccc(F)cc4)ccc3c2=O)c(OC)c1	-3	-1	0.7	4	13	18	4	-20	1	2
Cc1ccccc1NC(=O)Cc1nc(COC(=O)CNS(=O)(=O)c2cccc(Br)c2)cs1	3	12	0.2	16	-7	6	-2	-31	-1	-2
COc1ccccc1N(C(C)=O)C1SC(=O)N(c2ccccc2)C1=O (stereo not given)	-6	6	-0.5	4	12	-11	1	5	-11	0
CCNC(=O)N1C(CC(=O)OCC)C(=O)NC2CCCCC21 (stereo not given)	16	11	0.1	-9	16	-8	-2	0	-6	-1
Cc1ccc(C)c(S(=O)(=O)N2CCN(C(=O)c3cnccn3)CC2)c1	-9	-4	0.3	-7	22	32	-1	-7	9	-3
COC(=O)c1cc(S(=O)(=O)Nc2cccc(OC)c2)cn1C	-5	-15	-0.3	-6	3	12	0	-14	3	0
COc1cc2c(cc1OC)[C@H](C)N(C(=O)COc1ccccc1)CC2	10	2	-0.6	1	8	8	-1	-29	-3	-2
O=C1Nc2cc(C(=O)NCC3CCCO3)ccc2S/C1=C/c1ccccc1F (stereo not given)	-48	-2	/	45	14	-4	4	-19	0	4
CCOc1ccc(S(=O)(=O)N(CC(=O)N2CCC(C(N)=O)CC2)c2ccc(F)cc2)cc1	6	12	-0.3	-5	1	-1	-1	-11	0	-4
Cc1cc(C)cc(Nc2cnn(C34CC5CC(CC(CC(=O)O)(C5)C3)C4)c(=O)c2Cl)c1	13	-7	0.3	2	15	0	2	-19	-1	-3
Cc1cccc(C(=O)NNC(=O)C2CC2)c1	9	1	-0.3	2	12	-20	-1	-25	-5	0
CCN1C(=O)N[C@H](c2ccccc2)C(C(C)=O)=C1C	10	-2	-0.6	0	16	-2	/	/	-2	/
Cc1cccc(NC(=S)N(CCCN(C)C)Cc2cc3cc4c(cc3[nH]c2=O)OCO4)c1	-53	1	0.0	2	0	-15	0	-3	-7	5
CCOC(=O)CSc1nnc(CSc2nc3ccccc3c(=O)[nH]2)n1-c1ccccc1	-4	-3	-0.1	0	4	2	4	-17	-7	-1
O=c1ccccn1Cc1ccccc1F	14	-3	0.0	11	26	0	2	-22	4	-7
CCOc1ccccc1C(=O)Nc1cc(OC)ccc1OC	7	2	0.0	-6	-3	2	0	-31	4	4
Cc1cc(N2CCN(c3ccc(F)cc3)CC2)nc(-c2ccccc2)n1	-27	-7	0.3	-11	24	4	-5	-23	6	-8
COc1ccc(NC(=O)C(=O)c2cn(CC(=O)N3CCCC3)c3ccccc23)cc1OC	-13	1	0.8	4	11	-10	2	-8	-7	18
O=C(Nc1ccc(F)cc1)C(=O)c1cn(CC(=O)N2CCOCC2)c2ccccc12	-36	6	1.2	13	9	16	-3	-33	-3	6
CC(Oc1ccccc1)C(=O)N(CCC1=CCCCC1)c1c(N)n(Cc2ccccc2)c(=O)[nH]c1=O (stereo not given)	-1	?	0.0	5	23	8	3	-39	2	-7
COc1cccc(CN2CC(C(=O)N(C)CC3CCOCC3)CCC2=O)c1 (stereo not given)	-1	-3	0.0	-5	-10	12	-3	-30	-9	-3
CCn1ccc(C(=O)Nc2ccc(N(C)C(C)=O)cc2)n1	-30	6	0.9	-6	23	13	-2	-17	5	-4
C=CCn1c(C)cc(C(=O)COC(=O)COc2ccccc2C#N)c1C	9	4	-0.7	-6	22	2	-4	2	-3	1
COc1ccc(CCCC(=O)N/N=C/c2ccccc2OC)cc1	-18	9	0.0	0	16	12	2	7	1	12
Cc1cc(/C=N/NC(=O)c2ccsc2)c(C)n1-c1cnccn1	-77	5	0.5	-1	24	21	-2	-74	16	5
CC(C)n1cnc2c(Nc3cccc(Cl)c3)nc(N(CCO)CCCO)nc21	65*	0	-2.8	32	15	-23	/	/	-11	/
CN(C)S(=O)(=O)c1ccc(Cl)c(NC(=O)COC(=O)CCC(=O)c2cccs2)c1	15	9	-0.5	-3	40	-36	7	-6	-23	-1
CCOc1cc(/C=N/N=C(\N)c2nonc2N)cc(Br)c1OCc1cccc2ccccc12	25	-8	-3.2	3	12	-25	6	-18	-16	5
CC(C)CC(c1nnnn1C(C)C)N1CCN(c2cccc(Cl)c2)CC1 (stereo not given)	10	3	-0.4	-3	14	3	5	1	1	-6
Cc1cccc(OCc2nc(C#N)c(NCc3ccc4c(c3)OCO4)o2)c1	-18	5	0.6	0	-48	10	-2	0	13	0
CCc1cc(=O)oc2cc(OC(C)C(=O)NCCCn3ccnc3)ccc12 (stereo not given)	20	4	0.1	0	16	8	-4	-3	3	0
COc1ccc(/C=C(\NC(=O)c2ccc(Cl)cc2)C(=O)NCCCN2CCOCC2)cc1OC	-6	21	-13	-3	0	12	-2	-13	-4	1
CC(C)C(=O)Nc1ccc(S(=O)(=O)N2CCC(c3nc4ccccc4[nH]3)CC2)cc1	11	0	-0.3	1	14	-13	/	/	-8	/
CC1=C(C(=O)OC(C)C)C(c2ccccc2)NC(=S)N1C (stereo not given)	-16	0	-0.3	-6	10	6	-3	7	11	6
CCOC(=O)c1ccc(NC(=O)C2CCCN(c3cnccn3)C2)cc1 (stereo not given)	-88	-5	1.7	6	-1	-5	3	-36	11	2
COc1ccc(NC(=O)CSc2nnc(NC(=O)c3ccc(S(=O)(=O)N4CCOCC4)cc3)s2)cc1	20	5	0.2	14	16	2	0	7	-9	8
CC1(C)c2cc(O)ccc2OC1N1CCOCC1 (stereo not given)	3	2	3.1	5	-3	?	0	-16	21	2
CCOC(=O)COc1c(Cl)cc(C2NC(=S)NC(c3ccccc3)=C2C(C)=O)cc1OCC (stereo not given)	-1	2	-0.5	-4	29	-5	5	-18	6	1
c1ccc(C2C3=C(Nc4ncnn42)c2ccccc2CCC3)cc1 (stereo not given)	8	-8	-0.1	3	13	-1	2	-31	-5	0

More records:
SMILES	aSyn 5UTR inh	Platelet DG rel	HIF act	SKKanGAS inh	AI-2 QS modul	HSF1 activator	HSP90 inh	KLF5 inhibitor	HSF1 inh	IEC-6 cytotox
CCOC(=O)C1CCN(C(=O)CCS(=O)(=O)c2ccc3c(c2)CC(C)N3C(=O)CC)CC1 (stereo not given)	12	22	0.4	-7	0	-71	1	-31	-62*	-7
O=C(C1=C(O)C(=O)N(Cc2ccco2)C1c1cccc(O)c1)c1ccco1 (stereo not given)	8	8	-0.2	-4	13	10	3	-15	-5	1
CCCC(=O)N1CCC(CCC(=O)NC2CC2)CC1	3	-4	-0.4	-1	1	-27	7	-16	-6	4
Cc1ccc(NC(=O)CN2C(=O)S/C(=C\C(=O)Nc3ccc(Cl)cc3)C2=O)cc1	-2	-9	0.2	6	26	8	1	27	7	4
Cc1cccc(NC(=O)/C(C#N)=C\c2ccc(C(=O)O)cc2)c1	-17	0	-0.1	1	45	11	0	-7	2	2
O=C(CSc1ccc(-c2ccccc2)nn1)c1ccccc1	-58	2	2.9	-9	-16	18	1	-88	22	-3
Cc1cc(C(=O)CN2C(=O)c3ccccc3C2=O)c(C)n1Cc1cccs1	44	-11	0.4	-3	56	27	2	-152	8	-1
N#Cc1c(NC(=O)C2CC(Cl)=CCC2C(=O)O)sc2c1CCCC2 (stereo not given)	2	-1	0.2	14	18	-11	-3	-17	-4	-1

Whole records, looked up by structure. Screens in order: aSyn 5UTR inh	Platelet DG rel	HIF act	SKKanGAS inh	AI-2 QS modul	HSF1 activator	HSP90 inh	KLF5 inhibitor	HSF1 inh	IEC-6 cytotox
CCOC(=O)C1CCN(C(=O)CCS(=O)(=O)c2ccc3c(c2)CC(C)N3C(=O)CC)CC1 (stereo not given) across the screens: 12	22	0.4	-7	0	-71	1	-31	-62*	-7
N#Cc1c(NC(=O)C2CC(Cl)=CCC2C(=O)O)sc2c1CCCC2 (stereo not given) across the screens: 2	-1	0.2	14	18	-11	-3	-17	-4	-1
Cc1cccc(NC(=O)/C(C#N)=C\c2ccc(C(=O)O)cc2)c1 across the screens: -17	0	-0.1	1	45	11	0	-7	2	2
